Compound activity (PubChem BioAssay)
KB-3-1 tox: kills parental KB-3-1 adenocarcinoma cells. 400,000 compounds, 1.4% hits. KB-3-1 viability, CellTiter-Glo ATP luminescence, 72 h. AID 1347075. Potency, µM (highest dose often 46.1 µM), without a hit: at the top dose activity change, negative = cytotoxic, actives largely listed as cytotoxic; further: potency means the concentration at half of the fitted maximal effect; on the % scale 0 is the no-effect control and ±100 the full control effect; nearly all actives have a fitted effect of over 60% in size
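Luminescent ATP read-out (CellTiter-Glo) measures survival of drug-naive KB-3-1 cells after 72 h compound exposure at 37 °C. Titration series was screened from lowest to highest concentration, with DMSO vehicle plates as background controls.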
IL1B secr inh: blocks inflammasome-driven IL-1 beta release; THP-1 LPS/ATP IL-1B secretion, AlphaLISA, 16 h; active compounds read low; activity change, % at 57.5 µM; 360,000 compounds, 4.7% hits; AID 743279; in the data active means activity change below about -50%; inconclusive means mostly about -30% to -49%; further: on the % scale 0 is the no-effect control and ±100 the full control effect
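Secreted IL-1B measured by AlphaLISA bead assay after 16 h compound exposure of THP-1 cells; compounds (final up to 57.5 uM) added 1 h before LPS (250 ng/mL) and ATP (1.25 mM) stimulation; lower signal means less secretion.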
HT1080NT lethal: kills 2HG-producing HT-1080-NT fibrosarcoma cells; HT-1080-NT fibrosarcoma viability, CellTiter-Glo ATP luminescence, 48 h; Potency, µM (top dose mostly 46.1 µM), inactives show top-dose activity, negative = less viability, actives largely listed as cytotoxic; 360,000 compounds, 1.6% hits; AID 686970;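 further: NT is the 2HG producing partner of a matched IDH1 knockdown line; potency means the concentration at half of the fitted maximal effect; 0% = DMSO-treated cells and -100% = media-only wells without cells; nearly all actives have a fitted effect of over 55% in size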
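A 48-hour cytotoxicity screen used HT-1080-NT cells plated 2 hours before compound delivery. ATP-based CellTiter-Glo luminescence measured viability, normalized to DMSO and no-cell controls.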
MCF10A rereplic: induces DNA re-replication in MCF 10a normal breast cells | Potency, µM (series often up to 46.1 µM), for the others: at the highest dose activity, positive = re-replication, hits mostly activators | 350,000 compounds, 2.9% hits | MCF 10A DNA re-replication, Hoechst nuclear intensity, 48 h | AID 624296; further: potency means the concentration at half of the fitted maximal effect; % of control where 0% means no effect; nearly all actives have a fitted effect of over 50% in size
DRD3 agonist: agonists of human D3 dopamine receptor. P35462. 410,000 compounds, 0.58% hits. max activation, %. D3R DiscoveRx beta-arrestin cells, luminescence, 90 min. AID 652048; in the data active means max activation above about 30%; further: 0% is about no effect; mostly tested at two doses, the higher about 12 µM
Target sequence (P35462 whole entry, looked up): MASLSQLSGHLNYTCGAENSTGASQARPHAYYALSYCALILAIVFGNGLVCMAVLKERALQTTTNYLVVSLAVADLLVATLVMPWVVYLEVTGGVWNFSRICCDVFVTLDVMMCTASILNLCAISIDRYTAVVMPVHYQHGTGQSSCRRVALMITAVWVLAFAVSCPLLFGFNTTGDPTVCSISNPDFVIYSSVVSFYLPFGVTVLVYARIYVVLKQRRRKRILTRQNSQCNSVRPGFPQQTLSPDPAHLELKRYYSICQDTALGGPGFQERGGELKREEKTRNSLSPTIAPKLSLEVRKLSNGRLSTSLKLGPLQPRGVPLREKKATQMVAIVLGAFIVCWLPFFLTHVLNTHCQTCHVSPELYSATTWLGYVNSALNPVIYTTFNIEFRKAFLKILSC
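Agonist mode: compounds and dopamine controls were applied to plated cells for 90 min at 37 degrees C after an overnight attachment at 1500 cells/well. Luminescent read-out followed 30 - 60 minutes at room temperature with DiscoveRx detection reagent.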
SW480 rerep: DNA re-replication induction in SW480 cells; SW480 DNA re-replication, Hoechst DNA content imaging, 48 h; Potency, µM (highest dose often 46.1 µM), for inactives: at the top dose re-replication activation, actives largely listed as activators; 340,000 compounds, 1.8% hits; further: potency means the concentration at half of the fitted maximal effect; % of control where 0% means no effect; nearly all actives have a fitted effect of over 55% in size
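Readout is total intensity of Hoechst-stained nuclei, excited at 405 nm and collected at 500-530 nm. Compound treatment lasted 48 hr at 37 C in 5% CO2 before staining.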
HEK293 tox: cytotoxic in the GLP-1 receptor inverse agonist counter-screen; HEK293 cAMP-luciferase reporter cells, luminescence, 24 h; Potency, µM (titrated, usually from 38.3 µM), for inactives: at the highest dose activity change, negative = inhibition, hits mostly inhibitors; 410,000 compounds, 0.13% hits; AID 624418;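 further: loss of luciferase light is scored as toxicity; potency means the concentration at half of the fitted maximal effect; on the % scale 0 is the no-effect control and ±100 the full control effect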
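Step one: seed cells (200 cells/uL, DMEM with 10% Nu serum, 1% pen-strep). Step two: 12-hour incubation at 37 deg C. Step three: pin 23 nL compound, incubate 24 hr. Step four: add luciferase reagent, read luminescence 12 min later.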
KB-V1 MDR tox: kills drug-selected multidrug resistant KB-V1 cells; KB-V1 MDR cells viability, CellTiter-Glo, 72 h; Potency, µM (series often up to 46.1 µM), without a hit: at the highest dose activity change, negative = cytotoxicity, actives largely listed as cytotoxic; 400,000 compounds, 3.4% hits; further: potency means the concentration at half of the fitted maximal effect; on the % scale 0 is the no-effect control and ±100 the full control effect; nearly all actives have a fitted effect of over 60% in size
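Cells of the MDR subline KB-V1 are plated, dosed with compound at multiple concentrations, and incubated 72 h at 37 degrees C; CellTiter-Glo is then added and luminescence read after 10 min.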
HT1080 IDH1KD tx: kills HT-1080 cells with IDH1 knockdown; AID 686971; 360,000 compounds, 2% hits; HT-1080 IDH1 knockdown viability, ATP luminescence, 48 h; Potency, µM (doses to about 46.1 µM), for the others: at the top dose activity, negative = toxicity, most hits filed as cytotoxic;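 further: potency means the concentration at half of the fitted maximal effect; 0% = DMSO wells and -100% = cell-free medium wells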
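Luminescent ATP read-out (CellTiter-Glo, 10 min at room temperature) after 48 h compound exposure at 37 °C gave viability of IDH1-knockdown HT-1080 cells. Activity was normalised to DMSO and cell-free wells, then fitted as concentration-response curves.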
* hit, by the source's call; ? = inconclusive; . = no result given; & = joins results of further samples; ! = repeats disagree; [ ] = another dose, or the depositor's remark. Unless noted, the call rests on the fitted dose curve; in most records, active means well fitted curve in the direction sought with a large enough effect; inconclusive means small, poorly fitted or top-dose-only effect, or another doubt; inactive means no such curve, though single readings can be large; an effect the other way counts as inactive or inconclusive.

smiles | KB-3-1 tox | IL1B secr inh | HT1080NT lethal | MCF10A rereplic | DRD3 agonist | SW480 rerep | HEK293 tox | KB-V1 MDR tox | HT1080 IDH1KD tx
O=S(=O)(c1ccc(OC(F)(F)F)cc1)N1CCCC(c2ccccc2)C1 (stereo not drawn) | 0% | -4 | 3% | 0% | -8 | -8% | 15% | ? | -3%
COc1ccccc1-c1c(C(F)(F)F)oc2cc(OCC(=O)Nc3ccccc3C(F)(F)F)ccc2c1=O | 3% | -6 | 6% | 4% | 4 | -1% | -14% | 19% | 6%
COc1cc(-c2noc(C)c2/C=C/c2ccc(N)cc2)cc(OC)c1OC | 0.26µM*! | 97 | 0.58µM* | ? | -20 | ? | ? | 0.58µM*! | 0.92µM*
CCOC(=O)C1CN(S(=O)(=O)c2ccc(Cl)cc2)c2cc(S(=O)(=O)CC)ccc2O1 (stereo not drawn) | 6% | -23 | 6% | -19% | 2 | -12% | 2% | 7% | 2%
CC(c1ccccc1)n1ccnc1CO (stereo not drawn) | 17% | -3 | 1% | . | -2 | . | 1% | 5% | -1%
O=S(=O)(/C=C/c1ccccc1)Nc1ccc(F)cc1 | -27% | ? | 0% | 5% | 2 | -4% | 17% | ? | -7%
Cn1c(=O)c2sccc2n(CC(=O)NCCC2=CCCCC2)c1=O | -10% | 70 | 5% | 0% | 0 | 5% | -5% | 2% | 11%
CCc1ccc(-n2c(SCc3ccccc3F)nc3[nH]ncc3c2=O)cc1 | ? | . | . | . | -1 | . | -22% | ? | .
COc1ccc(CCNC(=O)CSc2ccc(-c3ccccc3)nn2)cc1OC | 4% | 4 | -5% | 14% | -1 | -1% | 4% | 0% | 17%[9.24 µM]
O=C(c1ccc([N+](=O)[O-])o1)N(Cc1nnc(-c2ccccc2Cl)o1)C1CC1 | ? | -13 | 0% | ? | 4 | ? | -35% | -1% | 7%
CCOC(=O)C1CCCN(C(=O)CN2C(=O)c3ccccc3C2=O)C1 (stereo not drawn) | -2% | 8 | -1% | 0% | -4 | -2% | -11% | 1% | 0%
CCc1cc2c(SCC(=O)c3cccs3)ncnc2s1 | -1% | -4 | 1% | 2% | 0 | -16% | 15% | -5% | 1%
O=C(O)c1ccccc1S(=O)(=O)c1ccccc1CO | 12% | 28 | 18% | 2% | 2 | -11% | -8% | ? | 14%
O=C(O)c1ccccc1C(=O)Nc1ccc(Oc2ccc3ccccc3c2)cc1 | ? | 19 | -22% | 8% | 7 | 3% | 5% | ? | -4%
CC(C)Cc1nc2sc3c(=O)n(N)cnc3c2c2c1COC(C)(C)C2 | 1% | 9 | 9% | -10% | 1 | -8% | -1% | 14% | -8%
COc1ccc(C2CC(=O)C3=C(C2)Nc2ccccc2NC3c2coc3ccccc3c2=O)cc1OC (stereo not drawn) | -1% | ? | -4% | 3% | -1 | 7% | -27% | 6% | -1%
COc1ccc(Cl)cc1Cn1c(C)c(C(=O)NCc2cccc(C(F)(F)F)c2)sc1=O | ? | -59* | 0% | . | -4 | . | -3% | ? | 1%
COc1ccc(S(=O)(=O)N2CCCCCC2)cc1N(C)S(=O)(=O)c1ccc(Cl)cc1 | 1% | -28 | ? | 4% | -3 | 0% | -13% | 21µM* | -10%
O=C(Nc1ccccc1N1CCOCC1)c1cccc2c(Br)cccc12 | 0% | -3 | -7% | ? | -1 | 0% | 4% | 0% | -11%
O=C(O)CC1(CC(=O)Nc2ccccc2N2CCOCC2)CCCC1 | 14% | . | 8% | 34% | 9 | ? | -20% | 0% | -1%
Cc1ccc(S(=O)(=O)Nc2ccc3c(c2)C(=O)N([C@@H](C)CO)C[C@@H](C)[C@@H](CN(C)C(=O)NC(C)C)OCCCC[C@H](C)O3)cc1 | 0% | -10 | 10% | . | -5 | . | 2% | 2% | 21%
O=S(=O)(Nc1ccc(Nc2ccccc2)cc1)c1ccc(F)cc1 | 0% | ? | -9% | 8% | 6 | 12% | -14% | ? | -6%
Cc1cc2cc3c(C)cc(=O)oc3c(C)c2o1 | 1% | -8 | 13% | 8% | 4&5 | 12% | 2% | 29% | 5%
COC(=O)CSc1nc(SCc2ccc(C)cc2)nc2c1CCCC2 | -3% | 18 | -1% | 6% | 3 | -6% | -2% | -1% | 0%
O=C(O)CCNS(=O)(=O)c1ccc2c(c1)OCCCO2 | 11% | -11 | 4% | 2% | 16 | -1% | 4% | -15% | 22%
Cc1nn2cnnc2c(C)c1Cc1c(F)cccc1Cl | 2% | 0 | 7% | 14% | 9 | -12% | -8% | -17% | -9%
CN(Cc1cccnc1)C(=O)c1cc(COc2ccc3ncccc3c2)on1 | -8% | 19 | -5% | 19% | 12 | -5% | 2% | 5.2µM* | -13%
Nc1nc(NCCOCCO)nc(NC2CCCCC2)c1[N+](=O)[O-] | 5% | 56 | -2% | 13% | 2 | ? | -5% | 0% | -23%
CCOc1ccc(N2C(=O)S/C(=C\c3cccn3C)C2=O)cc1 | ? | -7 | -2% | ? | 15 | ? | -23% | ? | -15%
COCCn1c(COC)nc2ccccc21 | 23% | 33 | 9% | 1% | 3 | -2% | 1% | 1% | 8%
Cc1cccc(OCC(=O)NCCc2nc3ccccc3[nH]2)c1C | 3% | . | . | . | 9 | . | -2% | -8% | .
Cc1ccc(CNCC(O)(c2ccccc2)c2ccccc2)cc1 | -6% | -11 | -6% | 1% | -9 | -12% | 2% | -15% | -11%
COC(=O)c1ccccc1SCc1csc(C)n1 | 9% | 8 | 16% | 1% | 2 | -6% | 7% | 2% | 23%
CCc1nc(Nc2cccc(F)c2)c2oc3ccccc3c2n1 | ? | 19 | -2% | ? | 12 | 10% | -8% | ? | -16%
O=C1CC(N(CCc2ccccc2)C(=S)Nc2ccccc2)C(=O)N1c1ccc(F)cc1 (stereo not drawn) | ? | -17 | ? | 18µM* | -3 | 22% | ? | 0% | ?
CCCCC(=O)Nc1ccc(C(=O)NCCCn2ccnc2)cc1 | -1% | 11 | ? | 19% | -10 | -4% | 7% | 4% | ?
COc1ccc(C(=O)Nc2ccccc2C(=O)NC(Cc2ccc(O)cc2)C(=O)NNC(=O)c2ccccc2Cl)cc1 (stereo not drawn) | -6% | -11 | 3% | 13% | 2 | ? | -28% | 0% | 16%
COc1ccc(-n2c(=O)c3sc4ccccc4c3n(CC(=O)NC3CCCCC3)c2=O)cc1 | 2% | . | . | . | 3 | . | -1% | 29% | .
Cc1ccc(C(=O)OCc2cc(=O)n3c(C)csc3n2)s1 | -17% | 0 | -3% | 4% | 3 | ? | 3% | 4% | -3%
c1ccc(-n2nnnc2-n2ccnc2)cc1 | 7% | 8 | 14% | 1% | -6 | -6% | 1% | ? | 11%
Cc1cccc(NC(=O)CN2C(=O)NC(Cc3ccccc3)C2=O)c1 (stereo not drawn) | 16% | 4 | 10% | -3% | 0 | -5% | 2% | 27% | 6%
O=C(c1cccc2nc3ccccc3nc12)N1CCOCC1 | 7% | 15 | 13% | ? | -6 | -4% | -4% | -6% | 10%
Nc1ccc(-c2ccc(C(=O)O)s2)cn1 | 0% | 4 | -1% | -13% | 2 | -9% | -10% | -4% | 0%
O=C(/C=C/N1CCOCC1)c1coc2ccccc12 | 11% | 10 | 5% | 5% | 5 | -2% | 22% | -9% | 0%
O=c1[nH]c(CN2CCCC2)nc2sc3c(c12)CCC3 | 5% | -2 | 0% | 5% | -2 | 1% | -2% | ? | 0%
Cc1cc(C(=O)N[C@@H](c2ccccc2)[C@]2(C)C[C@H]2[C@@H](C)C(=O)Nc2ccc3ccccc3c2)no1 | -8% | 6 | -3% | 0% | -43 | -1% | 3% | 1% | -12%
CCN(CCO)Cc1csc2cccc(Br)c12 | 12% | -6 | 2% | -9% | -19 | -6% | 9% | ? | 2%
Cc1ccc(S(=O)(=O)N(CC(O)CN2C(=O)NC(C)(C)C2=O)c2cccc(C)c2)cc1 (stereo not drawn) | -6% | -11 | ? | 13% | -22 | -2% | 5% | 15% | 4%
COc1cc(NC(=O)CSc2ccc3c(c2)OCCO3)cc(OC)c1OC | -7% | -3 | -5% | 1% | 11 | 2% | -24% | -23% | -6%
O=C1CCC(=O)N1CC(=O)N(c1ccccc1)c1ccccc1 | 1% | 17 | 8% | 1% | 2 | -3% | 8% | -16% | 9%
CC(C)c1ccc(NC(=O)Cn2c(=O)n(CCc3ccccc3)c(=O)c3ccccc32)cc1 | 2% | . | . | . | 3 | . | -11% | 18% | .
O=C(Nc1ccc(F)cc1)c1ccc(S(=O)(=O)N2CCOCC2)o1 | -4% | 26 | -18% | -6% | 11 | -11% | -5% | -20% | -6%
Cc1cccc(N/N=C/c2ccc(O)c(O)c2O)c1 | 9% | 29 | -27% | 1% | 10 | 16% | -8% | 17% | -28%
COc1ccc(CN2CCCN(CC(=O)Nc3ccc4c(c3)OCCO4)S2(=O)=O)cc1 | -5% | . | . | . | 2 | . | -14% | -14% | .
COc1cc(C(=O)NCc2nnc(SCC(=O)Nc3ccc4c(c3)OCO4)o2)cc(OC)c1OC | 17% | 30 | 27% | -1% | 3 | -4% | 23% | 2% | 13%
CSc1ccc(C2c3c(oc4cc(C)cc(C)c4c3=O)C(=O)N2Cc2ccco2)cc1 (stereo not drawn) | -1% | . | . | . | 0 | . | -14% | 3% | .

(more compounds)
smiles | KB-3-1 tox | IL1B secr inh | HT1080NT lethal | MCF10A rereplic | DRD3 agonist | SW480 rerep | HEK293 tox | KB-V1 MDR tox | HT1080 IDH1KD tx
COc1c(Cl)cc(Cl)cc1CNCCSc1nnnn1C | -17% | . | . | . | -6 | . | 10% | -4% | .
CSc1nc(C)nc2c1c(=O)n(C)c(=O)n2C | 12% | -25 | -5% | 15% | -6 | -8% | 4% | 1% | 1%
C1CCN(CC2CCCCN2)CC1 (stereo not drawn) | 9% | 4 | 1% | -1% | 5 | -12% | -14% | 13% | 4%
CC1(C)CCCC2(C)C(OCCO)=CC(=O)C=C12 (stereo not drawn) | -27% | -8 | 2% | . | -6 | . | 5% | 0% | 10%
